ARNT TACC3 PPI – disrupts binding between human ARNT and TACC3; AlphaScreen His-ARNT PAS-B/GST-TACC3 binding, luminescence; TACC3 fragment carries E629A point mutation; inhibition, % at 9.99 µM; hit rate 0.66% among 390,000; AID 623870;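 active means mean inhibition of replicates at least 50% and at least half of replicates each reaching 50%; inconclusive means half or more replicates reach 50% but mean below 50%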;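 further: 0% = complete ARNT plus TACC3 wells and 100% = ARNT alone without TACC3; many hits fall short of the cut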
ERAP1 inh – inhibitors of human ERAP1 aminopeptidase | AID 652197 | inhibition, % at 10.7 µM | recombinant ERAP1, Leu-AMC fluorescence, 60 min | hit rate 0.15% among 340,000 | Q9NZ08;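 active means mean replicate inhibition of at least 30%, or all replicates individually reaching that 30% level; inactive means mean below 30% and not every replicate reaching it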;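 further: 0% = neutral control wells and 100% = L-leucinethiol positive control wells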
Target sequence (Q9NZ08 whole entry, looked up): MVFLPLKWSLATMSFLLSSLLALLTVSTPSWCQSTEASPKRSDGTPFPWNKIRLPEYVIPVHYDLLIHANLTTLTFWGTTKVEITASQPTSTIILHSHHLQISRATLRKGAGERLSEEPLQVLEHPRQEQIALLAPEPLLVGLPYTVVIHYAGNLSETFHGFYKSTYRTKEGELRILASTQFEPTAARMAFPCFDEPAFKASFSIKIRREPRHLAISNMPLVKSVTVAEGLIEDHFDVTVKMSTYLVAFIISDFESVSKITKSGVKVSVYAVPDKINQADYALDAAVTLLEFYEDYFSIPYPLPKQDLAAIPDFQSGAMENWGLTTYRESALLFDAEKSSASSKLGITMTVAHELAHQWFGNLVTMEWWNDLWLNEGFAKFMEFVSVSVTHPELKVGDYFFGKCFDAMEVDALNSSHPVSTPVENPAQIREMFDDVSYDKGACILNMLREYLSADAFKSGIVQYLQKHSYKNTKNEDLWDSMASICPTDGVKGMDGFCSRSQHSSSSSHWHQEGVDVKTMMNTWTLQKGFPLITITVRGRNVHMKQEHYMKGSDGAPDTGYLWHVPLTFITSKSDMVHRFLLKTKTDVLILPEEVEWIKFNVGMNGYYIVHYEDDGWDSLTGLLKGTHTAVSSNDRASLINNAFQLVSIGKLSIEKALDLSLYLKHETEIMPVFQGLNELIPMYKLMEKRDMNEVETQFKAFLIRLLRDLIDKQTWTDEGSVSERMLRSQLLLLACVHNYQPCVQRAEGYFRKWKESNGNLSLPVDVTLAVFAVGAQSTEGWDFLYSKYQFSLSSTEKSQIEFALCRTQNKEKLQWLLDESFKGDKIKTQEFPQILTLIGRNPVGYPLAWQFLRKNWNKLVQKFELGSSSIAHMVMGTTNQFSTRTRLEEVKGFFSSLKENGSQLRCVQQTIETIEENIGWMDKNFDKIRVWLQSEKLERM
RAD54 inh – RAD54 (human) branch migration inhibition. AID 602329. hit rate 0.14% among 360,000. RAD54 Holliday junction branch migration, FAM/BHQ fluorescence. inhibition, % at 10.4 µM;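 active means mean normalized replicate activity at least 40 and at least half of replicates scoring 40 or more; inconclusive means only one of the two criteria met; inactive means mean below 40 and under half of replicates reaching 40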;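 further: 0% = median of neutral control wells and 100% = median of positive control wells; inhibitors cause a drop in the FAM fluorescence signal; in these data hits start at about 50%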
XiGFP reactiv – X-chromosome reactivation activator; XiGFP mouse fibroblasts, % GFP-positive cells imaging, 3 d; cells co-treated with 5-aza-dC sensitizer; scaled so ellipticine positive control = 100%; activation, % at 7.58 µM; hit rate 0.055% among 360,000; AID 743238;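 active means mean normalized replicate activation at least 10% and every replicate at or above 10%; inconclusive means only one of the two criteria met; inactive means mean below 10% and not all replicates reach 10%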;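 further: 0% = median of on-plate neutral control wells and 100% = ellipticine 6 µM median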
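Assay system: SV40-immortalized XiGFP fibroblast cells, line 68-5-11; buffer or medium: DMEM plus 5-aza-dC sensitizer; compound: one concentration, pinned; timing: compounds 3 days, fix/stain 15 min at room temperature; benchmarks: positive control ellipticine, 6 µM final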
F508del corr – correctors of CFTR F508del function in bronchial epithelial cells; CFBE cells, YFP halide quenching; stimulated with forskolin plus potentiator P3; % fluorescence drop versus neutral controls; activity (quench increase), % at 7.58 µM; hit rate 0.36% among 350,000; AID 720511;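 active means mean added fluorescence quench of at least 8% versus neutral control, with both replicates also reaching 8%; inconclusive means only one of the mean or replicate conditions met; inactive means mean below 8% and not both replicates reaching 8%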;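 further: cells transiently co-express mutant CFTR-F508del with the halide-sensitive YFP; corrector assay measuring rescue of mutant channel to the surface after 24 h compound exposure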
RAD52 inh – RAD52 (human) annealing inhibition; P43351; recombinant RAD52 DNA annealing, FRET fluorescence; inhibition, % at 18.7 µM; hit rate 0.46% among 360,000; AID 651710;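 active means every replicate showing at least 50% inhibition; inconclusive means mean inhibition at least 50% but not in every replicate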
INS-1E GSIS act – GLuc luminescence reporter in INS-1E cells, primary screen for activators of glucose-dependent secretion of insulin; INS-1E GLuc reporter insulin secretion, 2-3 h; activation, % at 16.6 µM; hit rate 0.61% among 370,000;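 active means lowest replicate activation of at least 40%, so every replicate reaches that level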;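 further: 0% = median of neutral control wells and 100% = median of IBMX positive control wells; some compounds called inactive have numbers as strong as hits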
esBAF inh – blocks esBAF chromatin remodeling in mouse ES cells. reporter increase, % at 12.5 µM. AID 602393. hit rate 2% among 350,000. Bmi1-luciferase knock-in reporter, 24 h; 100% = twice the neutral-well signal; in the data active means activation above about 40%; inconclusive means no clear call, values can overlap the other calls;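 further: 0% = median of the plate's neutral control wells and 100% = double that signal; a rise in the Bmi1 reporter signal indicates esBAF inhibition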
* = called active by the depositor; u = inconclusive; x = not tested or not shown; & = joins results of further samples. Hits appear at their usual frequency (roughly 3.3% active in at least one column).

SMILES	ARNT TACC3 PPI	ERAP1 inh	RAD54 inh	XiGFP reactiv	F508del corr	RAD52 inh	INS-1E GSIS act	esBAF inh
CNC[C@@H]1Oc2cc(-c3cccnc3)ccc2S(=O)(=O)N([C@@H](C)CO)C[C@H]1C	6	-4	-3	0.0	-3.1	-24	11	-5
COc1ccc(F)cc1-c1cc(NC=O)c2ncc(-c3cccc(C(=O)N(C)C)c3)n2c1	x	-4	-7	-0.1	-0.3	-12	-6	-8
CCCSc1ccc([C@H]2N[C@@](CC(C)C)(C(=O)OC)[C@H]3C(=O)N(CC)C(=O)[C@@H]23)cc1	4	-2	1	0.0	0.0	-17	-3	-2
COc1ccc2c3c(n(C)c2c1)[C@@H](CO)N(Cc1ccc(F)cc1)CC31CN(CC2CC2)C1	x	3	x	0.2	-2.4	16	-22	x
Cc1cccc(C)c1NC(=O)CSc1nnc(NC(=O)c2ccccc2C(=O)O)s1	-3	45*	1	0.0	-0.5	-4	21	-5
CS(=O)(=O)N(CC(=O)N1CCCC1)c1cccc(C(F)(F)F)c1	x	1	-18	0.2	-2.7	-14	x	-7
O=C(O)C1CC(=O)N(Cc2ccc(F)cc2)C1 (configuration not stated)	-6	x	1	x	x	x	8	-13
Cn1c(=O)c2c(nc(CN3CCN(c4ccccc4F)CC3)n2CCN2CCOCC2)n(C)c1=O	-2	-1	-1	x	x	1	42	-5
Cc1[nH]c2ccccc2c1C(=O)CN1CCCCC1CCO (configuration not stated)	-1	x	-2	x	x	x	6	0
CC1=NN(C(=O)c2ccc(C)o2)C(O)(c2ccccc2)C1 (configuration not stated)	0	1	1	0.0	x	-19	-4	x
Cc1ccn2c(NCc3ccccc3)c(-c3cccc(SC4CCCCC4)c3)nc2c1	-1	-3&0	4	0.0&0.1	-3.2&-0.6	-18&-18	-20&-37	-14
Cn1ccnc1COc1ccc(C=O)cc1	-2	-3	1	0.0	-1.3	-7	4	-1
Cc1c(N=C2SCC(=O)N2c2c(C)n(C)n(-c3ccccc3)c2=O)c(=O)n(-c2ccccc2)n1C	-1	x	4	x	x	x	6	-2
CCOC(=O)c1ccc(S(=O)(=O)NCCN(CC)CC)cc1	-8	4	x	0.0	0.9	3	5	-4
CCOC(=O)C1CCN(CC(=O)Nc2c(C(=O)OC)[nH]c3cccc(Cl)c23)CC1	11	x	-2	x	x	x	9	-12
COc1ccc(C(C)NC(=O)c2ccccc2Br)cc1OC (configuration not stated)	-7	-2	-4	0.1	-0.6	-6	18	x
O=C(CN1C(=O)NC2(CCCC2)C1=O)Nc1ccc(Cl)c(C(F)(F)F)c1	1	-1	-11	-0.1	-1.0	-12	-32	-3
COc1ccc2c(C)c(CC(=O)N3CCN(C(=O)C4COc5ccccc5O4)CC3)c(=O)oc2c1 (configuration not stated)	22	1	3	0.2	-0.9	-10	-8	1
CC(C)C[C@H](NC(=O)c1[nH]cnc1C(=O)N[C@@H](C)C(=O)OC(C)(C)C)C(=O)OC(C)(C)C	23	-2	-5	0.0	0.7	-1	x	-2
Cc1csc(SCC(=O)NCc2cccc(Cl)c2)n1	-3	1	x	0.2	2.0	-2	-10	x
COc1ccc(/C(N)=N/OC(=O)CC2CCCCC2)cc1OC	-11	-3	5	-0.2	7.2	-8	-19	13
COc1ccc(CCNC(=O)COc2ccc([N+](=O)[O-])cc2)cc1	-7	1	0	0.0	-2.3	-12	12	-7
O=C(C1CCCCC1)N1CC(=O)N2[C@H](CO)[C@@H](c3ccc(C#Cc4cccc(F)c4)cc3)[C@@H]2C1	x	-1	x	0.2	4.2	-6	31	x
CC(=O)N1C=CN(C(C)=O)C(c2cn(C)c3ccccc23)C1c1cn(C)c2ccccc12 (configuration not stated)	1	x	1	x	x	x	-10	4
CCOc1ccc(-c2nnc(NC(=O)COc3ccccc3F)o2)cc1	x	3	12	0.3	0.6	-4	-13	12
COCC1CCCCN1C(=O)c1ccc2oc(CCc3ccccc3)nc2c1 (configuration not stated)	1	-2	-7	0.1	0.3	-14	-14	37
Cc1cccc(/C=C/c2onc(C)c2S(=O)(=O)N2CCC(C(=O)NC(C)C)CC2)c1	3	x	-4	0.2	1.3	-9	3	1
C[C@@]12CCC=C[C@H]1[C@H](c1ccc(F)c(/C=C/c3ccccc3)c1)N(Cc1ccccc1)C2=O	5	-1	-5	0.0	-0.4	-4	28	-1
c1ccc(CN2CCN(Cc3cn4cccnc4n3)CC2)cc1	-3	-1	x	0.0	-2.6	3	-1	x
CC(NC(=O)COC(=O)c1cc([N+](=O)[O-])ccc1N1CCOCC1)c1ccc(F)cc1 (configuration not stated)	4	4	x	0.0	-1.9	-22	-5	x
COCC(=O)N(C)C[C@H]1Oc2ncc(-c3ccccc3OC)cc2C(=O)N([C@@H](C)CO)C[C@@H]1C	x	0	1	-1.3	-1.6	-2	7	-13
Cn1c(C(=O)N[C@@H](C(=O)O)c2ccccc2)cc2cc(F)ccc21	-24	3	x	0.0	1.8	-13	-3	-8
Cc1[nH]c2ccccc2c1/C=N/Nc1ccc([N+](=O)[O-])cc1	2	-1	x	75*	-3.3	-13	1	x
CC(C)NC(=O)c1ccc(CONC(=O)OCc2ccccc2)cc1	x	-1	4	0.3	1.3	-1	x	3
COc1ccccc1NC(=O)N1CCC(c2nc3ccccc3o2)CC1	x	-3	x	0.4	-4.4	-15	-4	x
CCOC(=O)Nc1cc2c(c(N)n1)N=C(c1ccccc1)CN2	8.7*	2	x	u	12*	-33	13	x

Structural class: those above with a CF3 group.
SMILES	ARNT TACC3 PPI	ERAP1 inh	RAD54 inh	XiGFP reactiv	F508del corr	RAD52 inh	INS-1E GSIS act	esBAF inh
CS(=O)(=O)N(CC(=O)N1CCCC1)c1cccc(C(F)(F)F)c1	x	1	-18	0.2	-2.7	-14	x	-7
O=C(CN1C(=O)NC2(CCCC2)C1=O)Nc1ccc(Cl)c(C(F)(F)F)c1	1	-1	-11	-0.1	-1.0	-12	-32	-3

Later entries.
SMILES	ARNT TACC3 PPI	ERAP1 inh	RAD54 inh	XiGFP reactiv	F508del corr	RAD52 inh	INS-1E GSIS act	esBAF inh
COc1ccc(CN2CCNC(=O)C2CC(=O)NCc2ccc(C)s2)c(OC)c1 (configuration not stated)	7	-1	x	0.0	2.6	-31	-1	x
COc1ccc(/C=C/C(=O)NCC2COc3ccccc3O2)cc1OC (configuration not stated)	0	2	x	-0.1	-2.0	-3	26	x
Cc1nnc(SCC(=O)N2CCCCCC2)n(N)c1=O	22	2	x	0.2	-7.8	-11	0	x
CC(C)C[C@H](NC(=O)c1nc[nH]c1C(=O)NCc1ccccc1)C(=O)OCc1ccccc1	x	-2	5	0.0	0.3	-6	-27	6
O=C(Nc1ccc(N2CCCC2)c(Cl)c1)c1ccccc1[N+](=O)[O-]	x	2	x	0.0	x	-10	-9	x
C[C@@H]1CN([C@@H](C)CO)C(=O)c2cc(NS(=O)(=O)c3ccc(Cl)cc3)ccc2O[C@@H](C)CCCCO[C@H]1CN(C)S(=O)(=O)c1ccc(F)cc1	-2	-2	7	0.1	-0.7	2	1	2
O=S1(=O)N[C@H](Cc2ccccc2)COc2cc(N3CC[C@H](O)C3)ccc21	x	13	x	-0.2	0.1	-7	-5	x
O=C(CN1CCCCCC1)NCc1ccccc1	-1	-3	-5	0.0	-0.3	-13	2	-7
O=[N+]([O-])c1cnc2ccccc2c1	-7	-2	-3	0.0	3.8	1	1	6
Cc1ccc(C2=NN(C(=O)CCC(=O)O)C(c3cn(-c4ccccc4)nc3-c3ccc(C)cc3)C2)cc1 (configuration not stated)	x	7	x	0.2	x	-10	4	x
COc1nc(-c2cnccn2)sc1C	-4	-2	x	0.0	-0.2	-8	5	x
CCC1CCCCN1C(=O)COc1ccc(S(=O)(=O)N2CCOCC2)cc1Cl (configuration not stated)	-4	-1	-13	0.1	-0.7	-13	-7	7
CN1c2ccc(-c3ccccc3)cc2[C@@H]2[C@@H](CCN2C(=O)c2ccccc2)[C@H]1CO	-5	-1	0	-0.1	0.2	15	-10	-24
O=C(Nc1ccc(Cl)cc1)c1nc[nH]c1C(=O)Nc1ccccc1F	x	0	x	0.3	6.8	6	101	-1
Cc1sc2nc(SCC(=O)c3cccs3)n(Cc3ccco3)c(=O)c2c1C	-7	x	-3	x	x	x	-7	-5
CCn1cc(C(=O)N2CCN(c3ccc(C(C)=O)cc3)CC2)c2cc(OC)c(OC)cc2c1=O	17	-1	-1	2.3	-1.1	-15	9	-18
COCC(=O)N(C)C[C@H]1Oc2cc(C#CCN(C)C)ccc2S(=O)(=O)N([C@H](C)CO)C[C@H]1C	-5	-8	-15	0.1	0.0	17	23	-1
CC(O)Cn1cnc2c1c(=O)n(C)c(=O)n2C (configuration not stated)	-1	-2	-1	0.0	2.2	-4	x	-1
Cc1c(C(=O)OC(C)C(=O)N(C)Cc2ccccc2)oc2ccccc12 (configuration not stated)	-3	0	4	-0.1	4.9	-1	0	3
CCC(=O)NC(c1cccc([N+](=O)[O-])c1)c1c(O)ccc2ccccc12 (configuration not stated)	x	5	x	0.0	1.7	-8	-3	x
COc1ccc(-c2ccc3c(c2)[C@@H]2[C@@H](CCN2S(=O)(=O)c2ccc(OC)cc2)[C@H](CO)N3C)cc1	1	0	3	0.2	-2.2	19	4	2
OC(c1ccccc1)c1ncc(-c2cccc(F)c2)[nH]1 (configuration not stated)	x	1	-10	0.0	-1.9	-11	x	u
O=C(c1ccc([N+](=O)[O-])cc1)N1CCN(c2ncccn2)CC1	-4	0	4	0.4	x	-2	12	-4
Cc1ccc(C(C)C)c(Oc2cnccn2)c1	-5	-3	-15	0.2	-3.7	-17	7	0
CCOc1cccc(CNCc2ccncc2)c1	2	1	-8	0.0	2.9	3	10	-6
C[C@@H]1CN([C@@H](C)CO)C(=O)c2cccc(N(C)C)c2O[C@H]1CN(C)S(=O)(=O)c1ccccc1	-5	-1	-12	0.2	-0.4	-3	-5	-1
CCCCC(=O)NCCc1cc2c(C)ccc(C)c2[nH]c1=O	-3	1	4	0.0	0.0	0	4	2
Cn1c(Cn2c(=O)sc3ccccc32)nnc1SCC(=O)N1CCCc2ccccc21	x	0	-7	0.3	1.8	5	-2	9
CCN(C[C@H]1N[C@H](CO)[C@@H]1c1ccc(-c2ccccc2)cc1)C(=O)COC	3	1	-1	0.1	0.1	-12	-8	1
COCC(=O)Nc1ccc2c(c1)[C@H]1C[C@H](CC(=O)N[C@@H](C)c3ccccc3)O[C@@H](CO)[C@H]1O2	10	0	7	0.3	-0.5	-9	-3	-5
COC(=O)c1ccc2nc(-c3ccc(C)cc3)c(Cc3ccccc3)n2c1	x	-3	x	-0.1	3.9	-63	1	x
O=C(O)c1ccc2c(c1)C(=O)N(c1nccs1)C2=O	-7	x	x	0.0	-3.8	-11	37	x
CCOC(=O)c1cn(Cc2ccccc2)c(C(=O)OC(C)(C)C)c1O	0	-3	-3	0.0	1.6	-14	-19	4
Cc1c(C(=O)NCCC#N)sc(=O)n1Cc1ccc(F)cc1	x	x	-15	0.0	-2.8	-14	-1	4
C[C@H](CO)N1C[C@H](C)[C@H](CN(C)C(=O)CN(C)C)Oc2cc(-c3ccncc3)ccc2S1(=O)=O	3	7	0	-0.6	1.9	13	14	5
C[C@H]1CN([C@@H](C)CO)S(=O)(=O)c2ccc(-c3ccccc3)cc2O[C@H]1CN(C)C(=O)C1CC1	x	x	x	-1.0	-0.5	x	-9	3
CCN1CCSc2ccc(C(=O)Nc3ccc(NC(C)=O)cc3)cc21	9	-4	8	0.1	2.6	0	-2	11
